Shn3 inh set2 = inhibitors of Schnurri-3 3'UTR reporter in osteoblasts | 360,000 tested, 0.52% active | inhibition, % at 12.5 µM | Clone20 osteoblast Shn3 3'UTR firefly luciferase, 24 h;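 active means mean inhibition of at least 75% with every replicate also reaching 75%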;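 further: 0% = median of neutral control wells and 100% = pilot-screen positive control compound; some compounds past the cut are filed as inactive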
aDG glyco up = increases alpha dystroglycan glycosylation. Pro5-aDG cells, alpha-DG glycosylation AlphaScreen (IIH6); 0% Pro5, 100% B10-LARGE cell signal. activation, % at 10 µM. 360,000 tested, 0.22% active. AID 624168;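 active means activation of at least 8% versus controls, or a plate z-score of at least 8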;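 further: Pro5 are CHO cells carrying HIG-tagged alpha-DG that lacks glycosylation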
CF NFkB inh = cystic fibrosis NF-kB activation inhibition; KKLEB NF-kB-GFP reporter, PAF-induced, GFP fluorescence overnight; AID 588850; 360,000 tested, 0.86% active; inhibition, % at 5 µM;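 active means at least 50% inhibition at 5 µM, scaled per plate between neutral and stimulator controls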;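 further: PAF is a Pseudomonas aeruginosa culture filtrate used as stimulus; plate controls were PAF-stimulated DMSO wells for no effect and unstimulated DMSO wells for full effect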
NR2E3 ag-1 = agonists of human NR2E3 nuclear receptor; Q9Y5X4; CHO-S Gal4-NCOR/VP16-NR2E3 two-hybrid, luciferase; inhibition of corepressor binding, % at 3.98 µM; 360,000 tested, 0.35% active; AID 602229;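 active means inhibition above the mean of all tested compounds plus 3 SD, cut at about 70% in these data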;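 further: 0% = DMSO with NR2E3 transfected cells and 100% = cells lacking NR2E3 construct; higher means lower luciferase signal from less NR2E3 corepressor binding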
Target sequence (Q9Y5X4 whole entry, looked up, the tested form may be a part): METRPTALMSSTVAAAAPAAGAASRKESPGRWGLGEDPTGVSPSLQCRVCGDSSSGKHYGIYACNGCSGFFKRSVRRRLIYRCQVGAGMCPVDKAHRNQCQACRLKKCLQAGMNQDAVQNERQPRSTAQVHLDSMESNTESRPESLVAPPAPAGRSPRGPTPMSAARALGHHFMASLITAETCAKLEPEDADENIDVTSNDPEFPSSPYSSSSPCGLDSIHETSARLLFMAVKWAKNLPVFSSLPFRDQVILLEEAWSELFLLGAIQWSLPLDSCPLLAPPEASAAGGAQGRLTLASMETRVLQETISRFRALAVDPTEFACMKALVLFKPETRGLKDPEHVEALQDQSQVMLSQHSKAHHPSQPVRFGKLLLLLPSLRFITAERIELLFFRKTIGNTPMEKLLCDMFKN
TWEAK Fn14 block = blocks TWEAK-Fn14 interaction in a reporter cell assay | TWEAK-stimulated Fn14 reporter cells, luciferase luminescence, 8 h | inhibition, % at 10 µM | 360,000 tested, 2% active; in the data active means inhibition above about 50%
hiPSC survival = enhancers of human iPSC single-cell survival | survival enhancement, % at 20 µM | AID 602274 | hiPSC single-cell survival, ATPlite luminescence; 100% = ROCK inhibitor wells, 0% = DMSO | 360,000 tested, 0.044% active; in the data active means survival enhancement above about 18%;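 further: cells exposed to compounds for 16 hours before the ATP read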
NR2E3 ag-2 = NR2E3 (human) agonism. Q9Y5X4. GST-NR2E3/biotin-RetCOR TR-FRET, 1536-well. inhibition of corepressor binding, % at 4.78 µM. 320,000 tested, 0.12% active. AID 2300;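 active means percent inhibition above the cutoff of mean plus 3 SD of all tested compounds, set per screening campaign, cut at about 20% in these data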;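 further: 0% = DMSO wells and 100% = biotin wells as full block of FRET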
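Assay system: NR2E3–RetCOR corepressor complex. Quantity: 1.35 nM GST-NR2E3. Buffer or medium: pH 7.5 Tris-based buffer. Reagent: biotinylated RetCOR corepressor at 7 nM final. Schedule: 5 h at 4 °C. Detection: TR-FRET, emission read at 617 and 671 nm. Replicates: one well per compound, singlicate testing.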
MITF TRPM1 inh = reduces MITF-dependent TRPM1 promoter luciferase signal; SK-MEL-5 TRPM1 promoter luciferase, 24 h; inhibition, % at 12.5 µM; 330,000 tested, 0.83% active; AID 488899;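 active means mean inhibition across replicates of 60% or more, whatever share of single replicates reaches that level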; further: values of inactives mirror those of a sister screen read the other way
KKLEB cytotox = counter-screen for CF NF-kB inhibitors: cytotoxicity; KKLEB CF airway cells viability, ATPlite luminescence, overnight; hits give low values; cells stimulated with P. aeruginosa culture filtrate; activity change (cytotoxicity), % at 5 µM; 360,000 tested, 0.36% active;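 active means corrected activity change at or below -50% at 5 µM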
HIF-2a block = blocks HIF-2a reporter activity | 786-0 RCC cells HIF-2a reporter, luciferase luminescence, overnight | 360,000 tested, 0.72% active | AID 624352 | inhibition, % at 18.8 µM;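 active means inhibition of the luminescence signal of 40% or more relative to plate controls, in a single-dose primary screen at 18.75 µM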
Peg3 prom inh = inhibitors of Peg3 promoter | inhibition, % at 20 µM | 360,000 tested, 1.7% active | AID 588405 | HeLa PEG-Prom luciferase reporter, luminescence, overnight;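 active means inhibition of at least 50% at 20 µM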
The depositor's hits bear a star.

Results for Cc1ccc(C(=O)COC(=O)CNC(=O)COc2ccccc2C)cc1C ?
Shn3 inh set2: -0.5; aDG glyco up: -0.1; CF NFkB inh: 9.9; NR2E3 ag-1: -7.5; TWEAK Fn14 block: 10.7; hiPSC survival: -1.0; NR2E3 ag-2: 4.4; MITF TRPM1 inh: -9.2; KKLEB cytotox: -8.4; HIF-2a block: 23.1; Peg3 prom inh: 10.1

What do the screens show for `CCCCCCCCN1C(=O)N(C)C(N(O)C(=O)NC)C1(C)C` (stereo not drawn)?
Shn3 inh set2: -3.1; aDG glyco up: 0.0; CF NFkB inh: -1.8; NR2E3 ag-1: -5.1; TWEAK Fn14 block: 11.5; hiPSC survival: -1.5; NR2E3 ag-2: 5.9; MITF TRPM1 inh: 3.4; KKLEB cytotox: 3.8; HIF-2a block: 5.9; Peg3 prom inh: -8.0

Results for CCCCCCCCC1=NCCc2c1[nH]c1ccccc21 ?
Shn3 inh set2: 17.2; aDG glyco up: 1.0; CF NFkB inh: -3.5; NR2E3 ag-1: -35.8; TWEAK Fn14 block: -9.6; hiPSC survival: -0.4; NR2E3 ag-2: -6.3; MITF TRPM1 inh: 6.0; KKLEB cytotox: -3.5; HIF-2a block: 8.7; Peg3 prom inh: 90.9*

What do the screens show for `COc1ccccc1/C=C/c1nc2ccccc2c(=O)o1`?
Shn3 inh set2: -59.7; aDG glyco up: -0.1; CF NFkB inh: 0.7; NR2E3 ag-1: -113.0; TWEAK Fn14 block: 26.5; hiPSC survival: -0.9; NR2E3 ag-2: 3.5; MITF TRPM1 inh: -30.3; KKLEB cytotox: 4.6; HIF-2a block: -169.3; Peg3 prom inh: -205.2

Results for COc1ccc(C2=NN(C(=O)c3ccccc3)C(c3ccc(OC)c(OC)c3)C2)cc1OC (stereo not drawn) ?
Shn3 inh set2: 10.9; aDG glyco up: 0.0; CF NFkB inh: 21.3; NR2E3 ag-1: -22.1; TWEAK Fn14 block: -13.2; hiPSC survival: 2.5; MITF TRPM1 inh: -30.3; KKLEB cytotox: -8.5; HIF-2a block: 5.6; Peg3 prom inh: 17.1

What do the screens show for `CCOC(=O)c1c(C)oc2c1c(C(c1cccnc1)N1CCCCC1)c(O)c1ccccc12` (stereo not drawn)?
Shn3 inh set2: -67.2; aDG glyco up: 1.6; CF NFkB inh: 45.4; NR2E3 ag-1: -131.6; TWEAK Fn14 block: -16.5; hiPSC survival: -1.0; NR2E3 ag-2: -1.1; MITF TRPM1 inh: -73.4; KKLEB cytotox: -15.8; HIF-2a block: 26.6; Peg3 prom inh: -245.8

Results for CN(C(=O)c1ccccn1)c1nnc(-c2ccccn2)s1 ?
Shn3 inh set2: -59.0; aDG glyco up: -0.4; CF NFkB inh: -10.8; NR2E3 ag-1: -109.1; TWEAK Fn14 block: -1.9; hiPSC survival: 3.2; NR2E3 ag-2: 4.0; MITF TRPM1 inh: -55.1; KKLEB cytotox: 4.0; HIF-2a block: -176.4; Peg3 prom inh: -212.2

What do the screens show for `O=S(=O)(c1ccc(Cl)s1)N1CCN(Cc2ccccc2)CC1`?
Shn3 inh set2: 0.3; aDG glyco up: 0.2; CF NFkB inh: -9.5; NR2E3 ag-1: -18.1; TWEAK Fn14 block: -3.8; hiPSC survival: 6.0; NR2E3 ag-2: 1.5; MITF TRPM1 inh: 3.4; KKLEB cytotox: 8.9; HIF-2a block: 10.6; Peg3 prom inh: 9.3

Results for Cc1ccc(/C=C2\CCC3=C2OC(N)=C(C#N)C3c2ccc(C)cc2)cc1 (stereo not drawn) ?
Shn3 inh set2: -7.5; aDG glyco up: 0.5; CF NFkB inh: -69.6; NR2E3 ag-1: -14.5; TWEAK Fn14 block: 14.6; hiPSC survival: 6.5; NR2E3 ag-2: 2.7; MITF TRPM1 inh: 17.2; KKLEB cytotox: 16.7; HIF-2a block: -41.0; Peg3 prom inh: -13.6

Results for CN(C)c1ccc(S(=O)(=O)N(C)C)cc1[N+](=O)[O-] ?
Shn3 inh set2: -1.8; aDG glyco up: -0.5; CF NFkB inh: 6.3; NR2E3 ag-1: -25.2; TWEAK Fn14 block: -2.8; hiPSC survival: 11.4; NR2E3 ag-2: 3.8; MITF TRPM1 inh: -3.5; KKLEB cytotox: 1.7; HIF-2a block: 7.8; Peg3 prom inh: 3.3

What do the screens show for `CC(C)[C@H](Nc1ncnc2c1oc1ccccc12)C(=O)O`?
Shn3 inh set2: -7.1; aDG glyco up: -0.2; CF NFkB inh: -16.3; NR2E3 ag-1: -18.0; TWEAK Fn14 block: -12.0; hiPSC survival: -0.5; NR2E3 ag-2: 1.5; MITF TRPM1 inh: 15.3; KKLEB cytotox: -8.9; HIF-2a block: -1.1; Peg3 prom inh: 10.4

Results for COc1ccc(CNC(=O)CN2C(=O)c3ccc([N+](=O)[O-])cc3C2=O)cc1 ?
Shn3 inh set2: 0.6; aDG glyco up: -0.1; CF NFkB inh: 19.3; NR2E3 ag-1: -26.8; TWEAK Fn14 block: 6.9; hiPSC survival: -0.5; NR2E3 ag-2: 1.2; MITF TRPM1 inh: -8.1; KKLEB cytotox: -1.7; HIF-2a block: 5.2; Peg3 prom inh: 5.7

How did Cc1ccsc1/C=C1\CCc2ccccc2C1=O do in these assays?
Shn3 inh set2: -13.4; aDG glyco up: 0.0; CF NFkB inh: -23.7; NR2E3 ag-1: -109.2; TWEAK Fn14 block: 81.7*; hiPSC survival: -3.8; NR2E3 ag-2: 0.4; MITF TRPM1 inh: 4.2; KKLEB cytotox: -47.8; HIF-2a block: -148.0; Peg3 prom inh: -114.1

How did COc1ccccc1C(=O)NCC(=O)NCc1cc(=O)n(C)c(=O)n1C do in these assays?
Shn3 inh set2: -13.2; aDG glyco up: -0.1; CF NFkB inh: 6.5; NR2E3 ag-1: 7.2; TWEAK Fn14 block: 19.9; hiPSC survival: 0.4; NR2E3 ag-2: -2.3; MITF TRPM1 inh: -1.6; KKLEB cytotox: 6.6; HIF-2a block: 5.0; Peg3 prom inh: 6.9

What do the screens show for `Cc1nn(C)c(Oc2cccc(Cl)c2)c1C=O`?
Shn3 inh set2: -2.3; aDG glyco up: -0.1; CF NFkB inh: 15.2; NR2E3 ag-1: 13.3; TWEAK Fn14 block: 16.1; hiPSC survival: 0.4; NR2E3 ag-2: -1.3; MITF TRPM1 inh: 2.2; KKLEB cytotox: -2.0; HIF-2a block: 16.6; Peg3 prom inh: 17.3

What do the screens show for `CC(=O)Nc1ccc(-c2ccnc3c2CC(C(=O)NCC2CCOCC2)O3)cc1` (stereo not drawn)?
Shn3 inh set2: -8.8; aDG glyco up: -0.3; CF NFkB inh: 37.6; NR2E3 ag-1: 1.9; TWEAK Fn14 block: 31.0; hiPSC survival: -2.2; KKLEB cytotox: -18.5; HIF-2a block: 10.3; Peg3 prom inh: 4.3

Results for CCOC(=O)c1c(CC(C)C)csc1NC(=O)COC(=O)c1cnc(C)cn1 ?
Shn3 inh set2: -8.3; aDG glyco up: -0.1; CF NFkB inh: -27.0; NR2E3 ag-1: -20.8; TWEAK Fn14 block: 0.7; hiPSC survival: 1.1; KKLEB cytotox: 21.8; HIF-2a block: 8.4; Peg3 prom inh: 0.0

Results for COC(=O)C1(C)CC1(c1ccccc1)c1ccccc1 (stereo not drawn) ?
Shn3 inh set2: 13.5; aDG glyco up: 0.0; CF NFkB inh: 18.5; NR2E3 ag-1: 8.0; TWEAK Fn14 block: 7.4; hiPSC survival: 0.8; NR2E3 ag-2: 0.5; MITF TRPM1 inh: 13.0; KKLEB cytotox: 1.9; HIF-2a block: 10.6; Peg3 prom inh: 16.7

How did Cc1ccc(S(=O)(=O)N2CCCCC2CCNC(=O)C(=O)NCc2ccncc2)cc1 (stereo not drawn) do in these assays?
Shn3 inh set2: 13.9; aDG glyco up: 0.2; CF NFkB inh: -1.7; NR2E3 ag-1: 6.2; TWEAK Fn14 block: 2.9; hiPSC survival: -0.4; NR2E3 ag-2: 5.3; MITF TRPM1 inh: 35.3; KKLEB cytotox: -7.9; HIF-2a block: 37.0; Peg3 prom inh: 37.0

What do the screens show for `CN(Cc1ccccc1)C(=O)Cn1c(=O)oc2cc(S(=O)(=O)NCc3ccccc3)ccc21`?
Shn3 inh set2: 62.8; aDG glyco up: 0.2; CF NFkB inh: 4.0; NR2E3 ag-1: 47.8; TWEAK Fn14 block: 13.6; hiPSC survival: -1.6; NR2E3 ag-2: 4.7; MITF TRPM1 inh: 0.2; KKLEB cytotox: -0.6; HIF-2a block: 0.6; Peg3 prom inh: -1.1

How did Cc1ccc(N=Nc2c(O)[nH]c(=O)[nH]c2=O)cc1S(=O)(=O)Nc1ccc(Br)cc1 do in these assays?
Shn3 inh set2: -11.4; aDG glyco up: -0.2; CF NFkB inh: 12.6; NR2E3 ag-1: -12.5; TWEAK Fn14 block: 0.7; hiPSC survival: 5.3; MITF TRPM1 inh: 24.0; KKLEB cytotox: -10.7; HIF-2a block: 11.4; Peg3 prom inh: 13.7

Results for O=C(O)c1ccc(N=NNc2cccc([N+](=O)[O-])c2)cc1 ?
Shn3 inh set2: -92.0; aDG glyco up: -0.5; CF NFkB inh: 6.4; NR2E3 ag-1: -113.0; TWEAK Fn14 block: 14.5; hiPSC survival: 0.4; NR2E3 ag-2: 0.6; MITF TRPM1 inh: -75.2; KKLEB cytotox: 0.1; HIF-2a block: -162.1; Peg3 prom inh: -187.5

Results for CCOc1ccc2nc(SCC(=O)Nc3ccc4c(c3)OCO4)sc2c1 ?
Shn3 inh set2: 11.0; aDG glyco up: 0.1; CF NFkB inh: -26.3; NR2E3 ag-1: 1.0; TWEAK Fn14 block: -2.8; hiPSC survival: -1.0; NR2E3 ag-2: -2.6; MITF TRPM1 inh: 9.3; KKLEB cytotox: 0.0; HIF-2a block: -52.8; Peg3 prom inh: -27.7

What do the screens show for `CC1Cc2cc(-c3csc(N)n3)ccc2O1` (stereo not drawn)?
Shn3 inh set2: -95.8; aDG glyco up: 0.0; CF NFkB inh: -4.3; NR2E3 ag-1: -89.1; TWEAK Fn14 block: -2.6; hiPSC survival: -0.3; NR2E3 ag-2: -2.6; MITF TRPM1 inh: -74.9; KKLEB cytotox: 6.3; HIF-2a block: -281.3; Peg3 prom inh: -251.1

Results for COc1ccc(Cn2c(=O)[nH]c3cc(C(=O)NCc4ccc5c(c4)OCO5)ccc3c2=O)cc1 ?
Shn3 inh set2: 33.1; aDG glyco up: 0.0; CF NFkB inh: -9.9; NR2E3 ag-1: 2.5; TWEAK Fn14 block: -29.8; hiPSC survival: 5.0; NR2E3 ag-2: 3.9; MITF TRPM1 inh: 13.5; KKLEB cytotox: -4.6; HIF-2a block: 10.8; Peg3 prom inh: 31.7

What do the screens show for `Cc1ccc(OCC(COCc2ccccc2)NC(C)C)cc1` (stereo not drawn)?
Shn3 inh set2: 19.4; aDG glyco up: 0.4; CF NFkB inh: 0.4; NR2E3 ag-1: -1.4; TWEAK Fn14 block: -2.3; hiPSC survival: 0.5; NR2E3 ag-2: 2.5; MITF TRPM1 inh: -14.9; KKLEB cytotox: -13.6; HIF-2a block: 11.7; Peg3 prom inh: -1.0
